TrxR1 inh: blocks rat thioredoxin reductase 1; recombinant rTrxR1, NADPH fluorescence consumption, selenite substrate; Potency, µM (series often up to 114 µM), for the others: at the top dose activity change, negative = inhibition, most hits filed as inhibitors; 390,000 tested, 1% active; O89049; AID 588453; note: % is set by controls: 0 for no effect and ±100 for the full control effect; nearly all actives have a fitted effect of over 65% in size
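Rat TrxR1 (90 nM in the dispensed reagent) was pre-reduced with 400 uM NADPH for 5 min at room temperature, then incubated with compound for 15 min. After 400 uM selenite was added, NADPH fluorescence (Ex 340/Em 450 nm) was followed for 8 min.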
ALOX12 inh: ALOX12 (human) lipoxygenase inhibition; P18054; purified 12hLO, xylenol orange hydroperoxide absorbance; Potency, µM (series often up to 108 µM), inactives show at the top dose activity change, negative = inhibition, actives largely listed as inhibitors; 580,000 tested, 1.1% active; note: % is set by controls: 0 for no effect and ±100 for the full control effect
Target sequence (P18054 whole entry, looked up): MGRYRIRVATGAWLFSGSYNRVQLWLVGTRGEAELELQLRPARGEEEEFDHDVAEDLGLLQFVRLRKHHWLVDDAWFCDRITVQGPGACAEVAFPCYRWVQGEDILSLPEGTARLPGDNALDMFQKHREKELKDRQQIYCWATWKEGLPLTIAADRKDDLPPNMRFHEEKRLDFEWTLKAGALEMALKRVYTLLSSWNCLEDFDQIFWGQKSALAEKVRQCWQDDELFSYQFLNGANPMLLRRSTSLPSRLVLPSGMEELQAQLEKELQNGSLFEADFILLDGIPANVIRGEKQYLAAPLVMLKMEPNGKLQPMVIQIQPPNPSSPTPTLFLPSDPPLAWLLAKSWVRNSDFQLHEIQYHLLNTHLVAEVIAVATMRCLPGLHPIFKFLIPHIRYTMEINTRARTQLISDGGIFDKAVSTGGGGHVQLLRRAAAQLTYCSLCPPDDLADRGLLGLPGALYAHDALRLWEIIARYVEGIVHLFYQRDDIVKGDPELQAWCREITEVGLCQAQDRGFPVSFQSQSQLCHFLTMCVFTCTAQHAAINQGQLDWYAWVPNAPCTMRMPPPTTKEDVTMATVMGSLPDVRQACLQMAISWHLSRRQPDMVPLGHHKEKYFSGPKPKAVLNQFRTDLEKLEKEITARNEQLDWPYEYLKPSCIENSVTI
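Hydroperoxide product was detected by ferrous iron/xylenol orange as the 573 to 405 nm absorbance ratio. Arachidonic acid at 40 uM (final) was turned over for 30 min at room temperature by 150 nM human 12hLO, pH 7.0 Hepes buffer, after 15 min compound preincubation.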
Tb PGK inh: blocks T. brucei phosphoglycerate kinase; PGK/GAPDH coupled, Kinase-Glo luminescence, 60 min; Potency, µM (doses to about 57.5 µM), for inactives: top-dose activity change, negative = inhibition, actives largely listed as inhibitors; 380,000 tested, 0.043% active; AID 602233; note: % is set by controls: 0 for no effect and ±100 for the full control effect; nearly all actives have a fitted effect of over 60% in size
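Luminescent ATP detection (Kinase-Glo Plus) follows a 60-minute room-temperature incubation, with wells lacking PGK as controls. Buffer: 100 mM TEA (pH 7.6), 5 mM MgCl2, 0.01% Tween-20. Coupling enzyme GAPDH (100 nM final) supplies unstable 1,3-BPG in-well.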
RGS4 inhibitor: inhibitors of human regulator of G protein signaling 4. P49798. Transcreener GDP fluorescence polarization, RGS4-accelerated GTP hydrolysis. 390,000 tested, 0.039% active. Potency, µM (series often up to 114 µM), for inactives: top-dose activity change, negative = inhibition, most hits filed as inhibitors; note: % is set by controls: 0 for no effect and ±100 for the full control effect; nearly all actives have a fitted effect of over 75% in size; some results filed as inactive show a strong effect at the top dose
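MLSMR compounds (23 nl, pin-transferred) preincubated 10 min at room temperature with a 500nM (2x) first reagent, then RGS4 at 900nM (2x) plus Transcreener GDP mix added; fluorescence polarization (620/688 nm) read before and after 90 min at 30 °C.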
GLS inh: glutaminase GLS (human) inhibition; GLS enzymatic activity, qHTS titration; Potency, µM (titrated, usually from 45.5 µM), without a hit: at the top dose activity change, negative = inhibition, hits mostly inhibitors; 410,000 tested, 0.21% active; note: % is set by controls: 0 for no effect and ±100 for the full control effect
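Compounds were pin-transferred onto hKGA, after which L-glutamine (1 mM solution) and a detection mix of glutamate oxidase, HRP and Amplex Red were added. Initial and 30 min RT fluorescence reads were collected.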
JMJD2A Tudor inh: inhibitors of human JMJD2A Tudor domain; O75164; AlphaScreen JMJD2A-Tudor / H3K4me3 peptide binding; Potency, µM (highest dose often 114 µM), for the others: top-dose activity change, negative = inhibition, most hits filed as inhibitors; 390,000 tested, 4.4% active; note: % is set by controls: 0 for no effect and ±100 for the full control effect; nearly all actives have a fitted effect of over 50% in size
Pin1 inh: human Pin1 inhibition; Q13526; Pin1 FP peptide displacement, HiFluor488, 10 min; Potency, µM (top dose mostly 115 µM), for inactives: at the top dose activity, negative = inhibition, most hits filed as inhibitors; 390,000 tested, 0.009% active; AID 504891; active = well fitted inhibition curve with a large enough effect in the polarisation, with a control signal flat, not every such curve was filed as active; inconclusive = small, poorly fitted or top-dose-only effect, or effect the other way, or a change in a side signal; inactive = no such curve, though single readings can be large or run the other way; the % refers to the polarisation; note: % is set by controls: 0 for no effect and ±100 for the full control effect
HP1b chromo inh: inhibitors of HP1-beta chromodomain binding to methylated histone tails; P83916; Potency, µM (titrated, usually from 114 µM), without a hit: top-dose activity change, negative = inhibition, usual class: inhibitors; AlphaScreen HP1-beta / biotin-H3K9me3 peptide binding; 390,000 tested, 0.56% active; note: nearly all actives have a fitted effect of over 70% in size; inactives centre near 23
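HP1-beta protein (50 nM final) preincubated 30 min at room temperature with biotinylated H3(1-18)K9me3 peptide (50 nM) in PBS pH 7.4, 0.01% Tween-20, then compound added for 30 min. AlphaScreen streptavidin donor/nickel chelate acceptor beads (10 ug/mL final), 30 min dark, luminescence read.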
ERG Ets-DNA blk: inhibitors of human ERG Ets domain-DNA interaction; P11308; fluorescence polarization, His-ERG Ets domain / labelled DNA; Potency, µM (titrated, usually from 76.9 µM), for the others: at the highest dose FP activity, negative = inhibition, actives largely listed as inhibitors; 370,000 tested, 0.028% active; AID 624246; active = well fitted inhibition curve with a large enough effect in the polarisation, with a control signal flat; inconclusive = small, poorly fitted or top-dose-only effect, or effect the other way, or a change in a side signal; inactive = no such curve, though single readings can be large or run the other way; the % refers to the polarisation;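 note: polarization taken with two DNA probes labelled with fluorescein and Texas red; % of control where 0% means no effect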
Target sequence (P11308 whole entry, looked up, the tested form may be a part): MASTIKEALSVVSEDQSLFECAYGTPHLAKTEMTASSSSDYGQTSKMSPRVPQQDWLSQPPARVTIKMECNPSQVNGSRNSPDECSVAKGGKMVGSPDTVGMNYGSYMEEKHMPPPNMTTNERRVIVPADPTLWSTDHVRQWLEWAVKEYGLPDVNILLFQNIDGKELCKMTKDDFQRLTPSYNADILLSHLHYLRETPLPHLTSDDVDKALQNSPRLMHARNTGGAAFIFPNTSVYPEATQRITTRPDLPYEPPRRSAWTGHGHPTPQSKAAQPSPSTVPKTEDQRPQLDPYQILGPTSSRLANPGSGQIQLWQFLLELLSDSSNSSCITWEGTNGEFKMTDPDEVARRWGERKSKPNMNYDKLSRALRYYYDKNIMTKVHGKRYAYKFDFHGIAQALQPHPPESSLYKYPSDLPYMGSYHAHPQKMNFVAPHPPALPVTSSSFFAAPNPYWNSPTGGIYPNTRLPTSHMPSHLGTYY
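His-tagged ERG Ets domain (1 uM in the protein solution; 300mM KCl, 50mM Tris-HCl, 1mM EDTA, 1mM DTT, pH 7.5) received compound, then a probe mix of 5 nM fluorescein-DNA and 100nM Texas-615-DNA. Fluorescence polarization was read for both dyes.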
The depositor's hits bear a star; i = inactive; ? = inconclusive; . = no result given; & = joins results of further samples; [ ] = dose if it differs, or a comment. Unless noted, calls come from the whole dose curve; as a rule, active = well fitted curve in the direction sought with a large enough effect; inconclusive = small, poorly fitted or top-dose-only effect, or another doubt; inactive = no such curve, though single readings can be large; an effect the other way counts as inactive or inconclusive. Potency is the fitted concentration of half-maximal effect. This is a subset; the hit share may differ from the screen's.

Fields – TrxR1 inh, ALOX12 inh, Tb PGK inh, RGS4 inhibitor, GLS inh, JMJD2A Tudor inh, Pin1 inh, HP1b chromo inh, ERG Ets-DNA blk
CCOc1cccc(CNCCNC(=O)c2nonc2N)c1
    6%&13%, -3%&-1%, 7%, 10%&26%, 0%&-9%, -20%&-26%, 13%&-10%, 36%&16%[activator], -4%&1%
COc1cccc(C(=O)Nc2cc(C(=O)NCc3ccc(C)cc3)ccc2N2CCC3(CC2)CC(c2cccc(Br)c2)=NO3)c1
    33%[57.1 µM], -30%, -6%, -11%, 1%, -13%, ?, 46%[activator], -6%
O=C(Nc1cc(=O)c2ccccc2o1)N1CCCCC1
    -5%, -23%, 1%, 33%, 1%, -32%, 3%, -7%, -4%
O=C(CCn1c(=O)c2cccn2c2ccccc21)Nc1ccc(F)cc1
    2%&22%, -2%&0%, -9%&11%, -14%[56.9 µM], 10%&4%, -15%&2%, ?, 23%&60%, -4%&-2%
C#CCOCCOCCOCCNc1nc(N2CCN(C(=O)Cn3cc(CC(C)O)nn3)CC2)nc(N2CCN(C(=O)[C@H](C)n3cc(CCCN=C(N)N)nn3)CC2)n1 (stereo not given in full)
    -5%, ., -5%, 5%, -10%, 45µM*, -5%, -10%, -6%
COc1ccc(Cl)cc1NC(=S)N(Cc1cccnc1)Cc1ccco1
    -4%[57.1 µM], 2%, -9%, -12%, -22%, -32%, 0%, 15%, 5%
Cn1c(=O)c2c(nc(NCc3ccc4c(c3)OCO4)n2Cc2ccc(F)cc2)n(C)c1=O
    -9%, -16%&0%, -9%, -17%, ., -18%, 18%, -12%, 2%
COc1ccccc1C1CC(c2ccc(Br)cc2)=NN1C(=O)c1cccnc1 (stereo not given)
    15%, -12%, -4%, -5%, -4%, -36%, 44%[activator], -12%, -3%
O=c1/c(=C\c2ccc(F)cc2)sc2n1CCCN=2
    1%[57.1 µM], -8%, -2%, -2%, 1%, -15%, 1%, 21%, 7%
Cc1ccccc1OCCCCc1c(C)n[nH]c1C
    -13%, ?, -5%, 0%, -1%, -28%, 2%, 20%, -1%
C=CCN(CC(=O)NC1CCS(=O)(=O)C1)S(=O)(=O)c1ccccc1C(F)(F)F (stereo not given)
    25%, 1%, -9%, -10%, -1%, -2%, -8%, 42%[activator], -10%
COCc1nnc(NC(=O)CC(c2ccccc2)c2ccccc2)s1
    0%, ?, i, -2%, 4%, 5%, 4%, 31%, 4%
CCCOC(=O)C1=C(C)NC2=C(C(=O)CCC2)C1c1cc(OC)ccc1OC (stereo not given)
    12%, 4%, i, 9%, 2%, -34%, -5%, 23%, 10%
COc1ccccc1-c1coc2cc(OCC(=O)OCc3ccccc3)ccc2c1=O
    7%[57.1 µM], 1%, i, 13%, 1%, 20%, 8%, 14%, -2%
COc1ccc(/C=C2\SC(=S)N(CC3CCCO3)C2=O)cc1 (stereo not given)
    7%[57.1 µM], ?, i, -12%, -12%, ?, 9%, ?, 14%
Cc1cccc(OCc2nc(C#N)c(NCCN(C)C)o2)c1
    -15%, ?, 1%, 11%, 16%, -31%, 3%, 55%[activator], -5%
COC(=O)CSc1nnc(-c2ccc(S(=O)(=O)N3CCCCC3)cc2)o1
    4%, 0%, 5%, -2%, 2%, -2%, 9%, 35%[activator], -2%
CCN(CC)S(=O)(=O)c1ccc(N2CCOCC2)c(NC(=O)c2cc(Cl)c3c(c2)OCO3)c1
    20%, -21%, -9%, 7%, -4%, -14%, 17%, 47%[activator], 2%
O=C(N/N=C/c1ccncc1)c1nn(Cc2ccccc2)c(=O)c2ccccc12
    35%[57.1 µM], -2%, 2%, -25%, -6%, -13%, 5%, 8%, -1%
Cc1ccc(S(=O)(=O)N2CCN(C(=O)c3ccco3)CC2)c(C)c1
    -6%, 0%, 2%, 32%, 3%, -13%, -1%, 19%, 0%
Cc1ccc(-c2c(C)n3c4c(=O)n(C)c(=O)n(C)c4nc3n2CCCO)cc1
    14%, -27%, -8%, 6%, -5%, -33%, -8%, 7%, -2%
O=C1C2C3C=CC([C@@H]2C(=O)N1Cc1cccnc1)C31CC1 (stereo not given in full)
    2%[57.1 µM], -13%, 2%, 17%, 9%, -2%, -3%, 59%, 0%
COC(=O)CSc1nc(-c2cccs2)ccc1C#N
    ?, ?, 1%, -6%, 11%, -3%, 1%, 38%[activator], -1%
O=C(Nc1ccc2c(c1)OCO2)c1cc(-c2ccc(O)cc2)on1
    -9%, -14%, 1%, -16%, -2%, -12%, 4%, 44%[activator], -6%
Cc1ccc(C2C(C(=O)c3sc(C)nc3C)=C(O)C(=O)N2CCN(C)C)o1 (stereo not given)
    -21%[57.1 µM], -21%, i, -27%, 0%, -31%, -17%, 10%, -7%
Nc1cc(C2CCCC2)nn1-c1ccccc1
    23%, 0%, -16%, 3%, 16%, -9%, ?, 13%, 0%
CCC1CCCCN1C(=O)c1ccc(OC2CCN(C(=O)CCOC)CC2)cc1 (stereo not given)
    -4%, 5%, -5%, 1%[11.4 µM], 1%, -5%, 3%, 58%[activator], -4%
COc1cccc(-c2nc(CS(=O)CC(=O)NC(C)CCc3ccccc3)c(C)o2)c1 (stereo not given)
    28µM*, -5%, 4%, -16%, 0%, -17%, 4%, 5%[57 µM], -11%
Cc1cccc(NC(=O)[C@@H](NC(=O)[C@@H]2Cc3ccccc3CN2)C(C)C)c1
    25%, 6%, i, -11%, -16%, -6%, -1%, 30%, -2%
CC1CN(S(=O)(=O)c2cccc(C(=O)NCCCn3ccnc3)c2)CC(C)O1 (stereo not given)
    15%, -27%, 4%, -9%, 0%, -14%, 6%, 34%, -10%
Cc1ccc(-c2nc(N)n(S(C)(=O)=O)n2)cc1
    13%, -7%, -1%, -26%, -2%, -5%, -2%, 37%, 15%
N#CC1=C(N)Oc2cc(N)ccc2C1C1CCCCC1 (stereo not given)
    -16%, 0%, i, 20%, 7%, ?, -1%, 6%, -9%
O=C(Cn1nnc(-c2ccc(Cl)cc2)n1)NCc1ccc(F)cc1
    14%, -16%, 8%, -4%, 5%, -10%, -1%, 16%, -1%
CCOC(=O)N1CCN(C(=O)CSc2nc3c(cnn3-c3ccc(Cl)cc3)c(=O)[nH]2)CC1
    6%[57.1 µM], 20%, 0%, -4%, 15%, -8%, 1%, 32%, 4%
CCOc1ccc(-n2c(CCC(=O)O)ccc2-c2ccc(Br)cc2)cc1
    ?, -26%, ., -9%, -5%, ?, 45%[activator], ?, 1%
COc1ccc(CCNC(=O)Cn2cc(C(=O)c3ccc(Cl)cc3)c(=O)c3ccc(C)nc32)cc1OC
    15%, -6%, -1%, -50%, 0%, -18%, ?, 53%, 1%
COc1ccc(N2Cc3cccc(C(=O)N4CCOCC4)c3C2=O)cc1
    -9%, -29%, 6%, 15%, -5%, 8%, -2%, 29%, 8%
CC1(c2ccc(OC(F)F)cc2)NC(=O)N(CC(=O)Nc2ccc3[nH]c(=O)[nH]c3c2)C1=O (stereo not given)
    6%[57.1 µM], ., i, -3%, 4%, -26%, -2%, -15%, 1%
CCCN1C(=O)C(NC(=O)c2ccccc2OC)(C(F)(F)F)C(C(=O)OC)=C1C (stereo not given)
    8%, -1%, 0%, 13%, 0%, 5%, -3%, 37%, -3%
CCN(CC)CCNC(=O)C1c2cc(OC)c(OC)cc2C(=O)N(C)C1c1cccs1 (stereo not given)
    6%, -8%, i, 8%, -32%, -10%, -3%, 28%, 7%
CC(=O)Nc1ccc(NC(=O)c2cc(C)nn2-c2ccccc2)cc1
    -2%[57.1 µM], -22%, 2%, -13%, 1%, -7%, 1%, 20%, -7%
CSCC[C@H](NC(=O)Nc1ccc(Oc2ccccc2)cc1)C(=O)O
    14%, -5%, -8%, 15%, 1%, -21%, -7%, 7%, 0%
COCCNC(=O)c1ccccc1NC(=O)c1ccc(Cl)c(S(=O)(=O)Nc2ccc(C)cc2C)c1
    47%[activator], 15%, ., -22%, -1%, -10%, 9%, 20%, .
CC(=O)NS(=O)(=O)c1ccc(NC(=O)CCC2CCCC2)cc1
    -3%, -12%, 15%, 4%, 4%, -15%, -2%, 69%[activator], 1%
Cc1ccc(NC(c2cccc(Cl)c2)c2nnc(-c3ccccc3)o2)cc1F (stereo not given)
    15%, -23%, -2%, 20%, 0%, -16%, 12%, 15%, 1%
Fc1ccccc1/C=N/Nc1ncnc2ccccc12
    2%, 25%, -9%, 11%, -2%, ?, 1%, 2%, -1%
CCCCn1c(=N)n(CC(O)COc2ccc(C)cc2)c2ccccc21 (stereo not given)
    -11%, -6%, 1%, -18%, ., -16%, 2%, 13%, -3%
CCN(CCCNC(=O)c1cc2c(=O)[nH]c3ccc(C)cc3c2s1)c1ccc(C)cc1
    5%, 4%, -2%, 26%, 3%, ?, 0%, -4%, 0%
CCOC(=O)c1cc2[nH]c3ccccc3c2[n+](-c2ccc([N+](=O)[O-])cc2)c1C
    -17%, -13%, 3%, 7%, -1%, -19%, 17%, 35%, 0%
COc1ccc(CN2CCn3ncc(C(=O)Nc4ccccc4)c3C2=O)cc1
    -12%[11.4 µM], 0%, 5%, -4%, 15%, -2%, 6%, 22%, -2%

In another format: entries from further up
Compound | TrxR1 inh | ALOX12 inh | Tb PGK inh | RGS4 inhibitor | GLS inh | JMJD2A Tudor inh | Pin1 inh | HP1b chromo inh | ERG Ets-DNA blk
CCN(CCCNC(=O)c1cc2c(=O)[nH]c3ccc(C)cc3c2s1)c1ccc(C)cc1 | 5% | 4% | -2% | 26% | 3% | ? | 0% | -4% | 0%
Fc1ccccc1/C=N/Nc1ncnc2ccccc12 | 2% | 25% | -9% | 11% | -2% | ? | 1% | 2% | -1%

Compound activity (PubChem)
